Assay outcomes (PubChem)
STK33 kinase inh: inhibitors of purified STK33 kinase, primary screen, biochemical, ADP-Glo luminescence, homogeneous, cell-free. Serine/threonine-protein kinase 33 (Homo sapiens), Q9BYT3. MBP phosphorylation. inhibition, % at 10 µM. 320,000 tested, 0.073% active. AID 2661, 2010;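 active = inhibition at or above 25%, using the most active replicate where run in duplicate; inactive = inhibition below 25%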
Target sequence (Q9BYT3 whole entry, looked up): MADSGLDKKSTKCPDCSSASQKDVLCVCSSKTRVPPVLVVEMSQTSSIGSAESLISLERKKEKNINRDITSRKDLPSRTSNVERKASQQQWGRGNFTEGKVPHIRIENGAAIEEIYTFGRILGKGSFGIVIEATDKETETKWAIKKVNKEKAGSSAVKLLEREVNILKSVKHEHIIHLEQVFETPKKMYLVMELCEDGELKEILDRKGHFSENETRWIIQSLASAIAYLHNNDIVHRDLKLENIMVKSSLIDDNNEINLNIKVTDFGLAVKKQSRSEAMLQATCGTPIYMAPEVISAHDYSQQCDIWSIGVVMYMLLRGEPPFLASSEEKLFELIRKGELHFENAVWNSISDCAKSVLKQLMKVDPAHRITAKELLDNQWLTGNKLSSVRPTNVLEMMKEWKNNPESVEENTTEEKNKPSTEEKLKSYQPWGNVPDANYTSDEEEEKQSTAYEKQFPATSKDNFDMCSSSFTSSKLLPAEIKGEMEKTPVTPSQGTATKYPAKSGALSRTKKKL
Kir21 inh: inhibitors of mouse Kir2.1 inward-rectifier potassium channel. 310,000 tested, 0.85% active. HEK293-Kir2.1, FluxOR thallium flux fluorescence; hits give low values. B-score at 10 µM. AID 1672, 2009;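 active = fluorescence ratio B-score at or below minus 3 SD of library scores, with starting-brightness B-score within 2 SD, cut at about -4.2 in these data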;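 note: channel flux triggered by added potassium and thallium sulfate stimulus; B-score of peak minus minimum fluorescence over baseline after thallium stimulus; more negative B-score means stronger Kir2.1 block with less thallium influx; some compounds called inactive have numbers as strong as hits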
Target sequence (P35561 whole entry, looked up): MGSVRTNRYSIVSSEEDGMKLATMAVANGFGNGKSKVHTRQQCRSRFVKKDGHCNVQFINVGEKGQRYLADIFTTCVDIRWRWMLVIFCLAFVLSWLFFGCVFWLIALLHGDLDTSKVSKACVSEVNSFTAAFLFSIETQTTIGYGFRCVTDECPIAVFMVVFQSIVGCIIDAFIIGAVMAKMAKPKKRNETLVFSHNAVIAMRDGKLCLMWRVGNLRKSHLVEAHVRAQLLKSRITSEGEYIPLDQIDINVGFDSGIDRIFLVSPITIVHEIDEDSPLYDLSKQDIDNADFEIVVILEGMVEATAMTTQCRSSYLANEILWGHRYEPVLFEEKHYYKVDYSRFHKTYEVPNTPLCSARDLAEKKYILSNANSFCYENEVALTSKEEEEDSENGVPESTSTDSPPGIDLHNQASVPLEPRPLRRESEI
* hit, by the source's call; & = joins results of further samples.

`CCCC(=O)Nc1c(-c2ccccc2)c(=O)c(C)nn1-c1ccc(C)cc1` gave STK33 kinase inh -0.4 and Kir21 inh -0.43.
Screening CC1(C)CC2(CCO1)CNC(=O)O2 (stereo not drawn) returned STK33 kinase inh -1.1 and Kir21 inh 0.75.
`COc1cccc(/C=N\NC(C)=O)c1OC/C=C/c1ccccc1` gave STK33 kinase inh 0.3 and Kir21 inh 0.75.
For C/C(=N\NC(=O)c1cccc([N+](=O)[O-])c1)c1cccnc1 the results were STK33 kinase inh 0.3 and Kir21 inh -0.15.
Screening CCC1(C)Cc2ccccc2-c2nc(-c3ccccc3)oc(=O)c21 (stereo not drawn) returned STK33 kinase inh -0.6 and Kir21 inh 3.1.
CC(C)c1cc(CNC(=O)CC2C(=O)NCCN2CC2CCCCC2)on1 (stereo not drawn) was read as Kir21 inh 1.7.
For Cn1cccc1C(C(=O)NC1CCCCC1)N(C(=O)Cc1cccs1)c1ccc2c(c1)OCO2 (stereo not drawn) the results were STK33 kinase inh -2.8 and Kir21 inh 1.7.
Screening Cc1c(C)c(C)c(S(=O)(=O)N2CCNCC2)c(C)c1C returned STK33 kinase inh 21 and Kir21 inh -0.59.
For CC1(c2nnc(-c3ccc(F)cc3)o2)CC(c2cccnc2)=NO1 (stereo not drawn) the results were STK33 kinase inh -2.2 and Kir21 inh 0.3.
`O=C(c1cc2nc(-c3ccco3)cc(C(F)(F)F)n2n1)N1CCN(c2ccccc2)CC1` gave STK33 kinase inh -2.3 and Kir21 inh -0.28.
Screening CC(C)(C)c1ccc2c(c1)OC(C(=O)N/N=C\c1ccc[nH]1)CO2 (stereo not drawn) returned STK33 kinase inh -0.8 and Kir21 inh -1.
For O=C(NC(=S)Nc1cc(Cl)ccc1N1CCOCC1)c1ccccc1[N+](=O)[O-] the results were STK33 kinase inh 0.1 and Kir21 inh -0.01.
`COc1ccccc1NC(=O)c1ccc(NC(=O)C2CC2C)cc1` (stereo not drawn) gave STK33 kinase inh 1.4.
Screening CC(NC(=O)NCCCn1ccnc1)(C(F)(F)F)C(F)(F)F returned STK33 kinase inh -1.7 and Kir21 inh -0.02.
`CCOc1ccc(C(=O)Nc2nnc(C3=COCCO3)o2)cc1` gave STK33 kinase inh 0.9 and Kir21 inh -1.7.
For COc1ccc(N(CC(=O)NCc2ccco2)S(=O)(=O)c2c(C)nn(C)c2C)cc1 the results were STK33 kinase inh -0.4 and Kir21 inh 0.03.
`O=C(N/N=C\c1ccc(-c2ccc([N+](=O)[O-])cc2)o1)C1COc2ccccc2O1` (stereo not drawn) gave STK33 kinase inh 0.6 and Kir21 inh 0.58.
Screening CCC(Oc1ccc(F)cc1)C(=O)N1CCCCCCC1 (stereo not drawn) returned STK33 kinase inh 0.2 and Kir21 inh -1.1.
Screening Cc1ccc(S(=O)(=O)N(CC(O)CN2CCCCC2)c2ccccc2)cc1 (stereo not drawn) returned STK33 kinase inh -1.1 and Kir21 inh -1.3.
For COc1ccccc1N1CCN(C(=O)CCCCn2c(=O)[nH]c3ccsc3c2=O)CC1 the results were STK33 kinase inh -0.8.
For O=C(CN(C(=O)c1csnn1)c1ccc(F)cc1)NCCc1ccccc1 the results were STK33 kinase inh -0.3 and Kir21 inh -0.94.
For Cn1c(=O)n(CC(=O)NCC2CCCO2)c(=O)c2c3c(sc21)CCCC3 (stereo not drawn) the results were STK33 kinase inh -0.5 and Kir21 inh 1.3.
For COCCCN1C(=O)C(=O)/C(=C(/O)c2ccc(S(=O)(=O)N3CCCCC3)cc2)C1c1ccc(F)cc1 (stereo not drawn) the results were STK33 kinase inh 0.3 and Kir21 inh 0.59.
Screening COc1ccc(NS(=O)(=O)c2cc(N/C(=N\S(=O)(=O)c3ccccc3)c3ccc(F)cc3)ccc2Cl)cc1 returned Kir21 inh 1.3.
For COC(=O)c1ccc(NC(=O)CSCc2ccccc2)cc1 the results were STK33 kinase inh -2.7 and Kir21 inh 0.
For O=C(NC(=S)Nc1cccc(O)c1)C1CCCCC1 the results were STK33 kinase inh 1.9.
CCCc1nnc(SCC(=O)Nc2ccc(OC)cc2)o1 was read as STK33 kinase inh -0.3 and Kir21 inh -2.8.
Screening CCOC(=O)COc1ccc(Br)cc1/C=C/c1[nH]c(=O)[nH]c(=O)c1[N+](=O)[O-] returned STK33 kinase inh 1.7 and Kir21 inh -0.11.
Screening CCN1C(=O)[C@H]2[C@@H](c3ccc(C)cc3)N3C(=O)N(c4cccc(Cl)c4)C(=O)[C@@]3(Cc3ccc(Cl)cc3)[C@H]2C1=O returned STK33 kinase inh -0.5.
C=CCN1C(=O)/C(=C\c2cccc(OC(=O)c3ccco3)c2)SC1=S was read as STK33 kinase inh 1.3 and Kir21 inh -1.

The closing three records of the part before come first, to join the parts:
Screening CCOC(=O)COc1ccc(Br)cc1/C=C/c1[nH]c(=O)[nH]c(=O)c1[N+](=O)[O-] returned STK33 kinase inh 1.7 and Kir21 inh -0.11.
Screening CCN1C(=O)[C@H]2[C@@H](c3ccc(C)cc3)N3C(=O)N(c4cccc(Cl)c4)C(=O)[C@@]3(Cc3ccc(Cl)cc3)[C@H]2C1=O returned STK33 kinase inh -0.5.
C=CCN1C(=O)/C(=C\c2cccc(OC(=O)c3ccco3)c2)SC1=S was read as STK33 kinase inh 1.3 and Kir21 inh -1.
For CC(NC(=O)C(=O)Nc1nccs1)c1ccccc1 (stereo not drawn) the results were STK33 kinase inh 0.1 and Kir21 inh -0.67.
`O=C(c1cn(-c2ccccc2)nc1-c1cccs1)N1CCN(c2ccccc2)CC1` gave STK33 kinase inh -0.2 and Kir21 inh -0.22.
Screening CCCCNC(=S)N/N=C/c1ccc(C)s1 returned STK33 kinase inh -0.3 and Kir21 inh 0.19.
CCC(C(=O)NC1CCCC1)N(C(=O)Cn1nnc(-c2ccc(C)o2)n1)c1ccccc1OC (stereo not drawn) was read as STK33 kinase inh 0.1 and Kir21 inh -1.2.
For Cc1cc(NC(=O)CCN2CCC(C(N)=O)CC2)ccc1Br the results were STK33 kinase inh -1.9 and Kir21 inh -0.23.
CCN(CC(=O)Nc1ccc(NC(C)=O)cc1)C(=O)c1oc2ccccc2c1C was read as STK33 kinase inh -0.4 and Kir21 inh 0.11.
`CCOc1ccc(C(=O)CCC(=O)NC(CC(C)C)C(=O)OC)cc1` (stereo not drawn) gave STK33 kinase inh -2.0 and Kir21 inh 0.06.
Screening Oc1ccc(/C=C/c2ccnc3ccccc23)cc1 returned STK33 kinase inh 25* and Kir21 inh 0.33.
Screening COc1ccc2c(=O)c(N3C(=O)c4ccccc4C3=O)coc2c1 returned STK33 kinase inh -2.0 and Kir21 inh 0.86.
For COc1ccc(-c2cc(-c3nnc(COC(=O)c4ccc(O)cc4)o3)c3ccccc3n2)cc1OC the results were STK33 kinase inh 0.1 and Kir21 inh 0.61.
COc1ccc(C(=O)Oc2ccc[nH]c2=O)cc1 was read as STK33 kinase inh -0.7 and Kir21 inh -2.3.
COC(=O)CC1C(=O)NCCN1C(=O)c1ccc2oc(C(C)C)nc2c1 (stereo not drawn) was read as STK33 kinase inh -3.2 and Kir21 inh 0.07.
`CCOC(=O)C1=C(O)/C(=C/c2cccc(OC)c2O)N=C1C` gave STK33 kinase inh 0.8 and Kir21 inh 1.4.
Screening CCN(CC)S(=O)(=O)c1ccc(N2CCOCC2)c(NC(=O)c2ccc(C#N)cc2)c1 returned STK33 kinase inh 0.2 and Kir21 inh 0.6.
`O=C(C#Cc1ccccc1)Nc1ccccc1F` gave STK33 kinase inh 1.0 and Kir21 inh -0.13.
`Cn1cccc1C(=O)OCC(=O)NC(=O)c1ccc(Cl)cc1` gave STK33 kinase inh -1.7.
CCOC(=O)c1cnn(-c2cc(Oc3ccccc3C)ncn2)c1N was read as STK33 kinase inh 1.0 and Kir21 inh 0.
Screening Cc1ccc(CNc2cc(C(=O)O)ccc2C)s1 returned STK33 kinase inh -2.5 and Kir21 inh -0.17.
`O=C1NC(Cc2c[nH]c3ccccc23)C(=O)N1CCOc1ccc(F)cc1` (stereo not drawn) gave STK33 kinase inh -0.2 and Kir21 inh -5.3*.
`Cc1ccn2cc(CNS(=O)(=O)c3ccc4c(c3)OCCO4)nc2c1` gave STK33 kinase inh 1.6 and Kir21 inh -3.5.

The last two entries of the section before come first, to join the parts.
`O=C1NC(Cc2c[nH]c3ccccc23)C(=O)N1CCOc1ccc(F)cc1` (stereo not drawn) gave STK33 kinase inh -0.2 and Kir21 inh -5.3*.
`Cc1ccn2cc(CNS(=O)(=O)c3ccc4c(c3)OCCO4)nc2c1` gave STK33 kinase inh 1.6 and Kir21 inh -3.5.
O=C(COC(=O)[C@@H]1CCCN1S(=O)(=O)c1ccccc1F)NCc1ccc2c(c1)OCO2 was read as STK33 kinase inh -1.5.
Screening COc1ccc(NS(=O)(=O)c2c(C)n(C)c(=O)n(C)c2=O)cc1OC returned STK33 kinase inh -0.4 and Kir21 inh -2.9.
COc1ccc(CC(=O)Nc2ccc(S(=O)(=O)N3CCCC3)cc2)c(OC)c1 was read as STK33 kinase inh -0.5.
For CCOC(=O)c1nn(-c2ccc3ccccc3c2)cc1O the results were STK33 kinase inh -4.9 and Kir21 inh 2.1.
Cc1ccc(C(=O)OCCOc2cccc(Cl)c2)cc1S(=O)(=O)N1CCOCC1 was read as STK33 kinase inh 0.7 and Kir21 inh -0.07.
Cc1ccc(C(=O)COC(=O)c2n[nH]c(=O)c3ccccc23)cc1 was read as STK33 kinase inh -1.8 and Kir21 inh 0.
For CCN1CCN(c2ccc(NC(=O)c3ccc(OC)c(S(=O)(=O)N4CCCC4)c3)cc2)CC1 the results were STK33 kinase inh -1.0.
For CCCn1nnc(NC(=O)Cc2ccc(Cl)cc2)n1 the results were STK33 kinase inh -0.8 and Kir21 inh 1.6.
Cc1ccccc1C(=O)c1cccn1CC(=O)NCCCN1CC(C)CC(C)C1 (stereo not drawn) was read as STK33 kinase inh -0.1 and Kir21 inh -1.9.
Screening O=c1cc(O)nc(SCc2ccccc2)n1-c1ccccc1 returned STK33 kinase inh -0.7&-0.1 and Kir21 inh -0.78&0.01.
`O=C1c2cc(CO)cc(O)c2C(=O)c2c(O[C@@H]3OC(CO)[C@@H](O)[C@@H](O)[C@@H]3O)cccc21` (stereo partly drawn) gave STK33 kinase inh 17 and Kir21 inh 1.3.
CC(NS(=O)(=O)c1ccc2c(c1)oc(=O)n2C)c1ccccc1 (stereo not drawn) was read as STK33 kinase inh -1.4 and Kir21 inh -1.5.
Screening CCc1cccc(C)c1NC(=O)c1ccc(CN2CCc3ccccc3C2)cc1 returned STK33 kinase inh 1.3 and Kir21 inh -0.11.
Screening COc1cc(OC)c(C2=NOC(C(=O)N3CCCc4ccccc43)C2)cc1Cl (stereo not drawn) returned STK33 kinase inh -0.3 and Kir21 inh 0.87.
`CCS(=O)(=O)N1CCN(C(=O)COc2ccc(-c3ccccc3)cc2)CC1` gave STK33 kinase inh -0.1 and Kir21 inh 1.2.
`COc1ccccc1/C=C/CN1CCSCC1` gave STK33 kinase inh -1.3 and Kir21 inh -3.8.
Screening O=c1ccc2cc(S(=O)(=O)Nc3ccccc3F)ccc2o1 returned STK33 kinase inh -0.3 and Kir21 inh 0.
N#CC1(NC(=O)COC(=O)c2cccc(-n3cnnn3)c2)CCCCC1 was read as STK33 kinase inh 0.2 and Kir21 inh -1.6.
Screening CCNC(=S)NNC(=O)c1ccc(OC)cc1 returned STK33 kinase inh 1.3 and Kir21 inh -0.17.
For CCCOc1ccc(CSC(CC(=O)O)C(=O)O)cc1 (stereo not drawn) the results were STK33 kinase inh -1.0 and Kir21 inh 0.8.
CCC(=O)Nc1ccccc1C(=O)OCC(=O)c1cccc2ccccc12 was read as STK33 kinase inh -0.5 and Kir21 inh 1.4.
Cc1ccc(C(=O)NNC(=O)c2cccs2)cc1 was read as STK33 kinase inh 0.7 and Kir21 inh -2.2.
`CSc1nnc(C)c(=O)n1COC(=O)c1ccc(S(=O)(=O)N2CCOCC2)cc1` gave STK33 kinase inh -1.4 and Kir21 inh 0.2.
`Fc1ccc(-c2n[nH]c(=S)c3ccccc23)cc1` gave STK33 kinase inh -1.6 and Kir21 inh 0.02.
O=C(CCN1C(=O)c2ccccc2S1(=O)=O)Nc1cc(Cl)ccc1Cl was read as STK33 kinase inh 1.9 and Kir21 inh -2.2.
Cc1ccc(N(CC(=O)NC2CCCCC2)C(=O)CCCC(=O)Nc2ccccn2)cc1 was read as STK33 kinase inh 0.2 and Kir21 inh -0.48.
Screening Cc1nn(C(=O)c2ccco2)c(C)c1Sc1ccccc1 returned STK33 kinase inh -0.1 and Kir21 inh -0.35.
For COc1ccc(O)c(/C=c2/sc3nc4cc(C)c(C)cc4n3c2=O)c1 the results were Kir21 inh -1.4.
Screening Cc1ccccc1COC(=O)c1cc([N+](=O)[O-])ccc1N1CCOCC1 returned STK33 kinase inh -0.8 and Kir21 inh 0.63.
For CCCC1(C(=O)OCC)NC(c2ccc(N(C)C)cc2)C2C(=O)N(c3ccc(OCC)cc3)C(=O)C21 (stereo not drawn) the results were STK33 kinase inh 1.8 and Kir21 inh 1.
For OCC[C@@H]1C[C@@H](O)[C@H](O)[C@]2(Cc3ccccc3CO2)O1 the results were STK33 kinase inh -1.9 and Kir21 inh -0.55.
For COc1cc(NC(=O)CCC(=O)OCCCC(F)(F)C(F)(F)F)nc(OC)n1 the results were STK33 kinase inh 1.0 and Kir21 inh -1.5.

4 structures already listed, sorted by formula weight, ascending:
For COc1ccc(O)c(/C=c2/sc3nc4cc(C)c(C)cc4n3c2=O)c1 the results were Kir21 inh -1.4.
CCC(=O)Nc1ccccc1C(=O)OCC(=O)c1cccc2ccccc12 was read as STK33 kinase inh -0.5 and Kir21 inh 1.4.
Cc1ccccc1C(=O)c1cccn1CC(=O)NCCCN1CC(C)CC(C)C1 (stereo not drawn) was read as STK33 kinase inh -0.1 and Kir21 inh -1.9.
For COc1cc(NC(=O)CCC(=O)OCCCC(F)(F)C(F)(F)F)nc(OC)n1 the results were STK33 kinase inh 1.0 and Kir21 inh -1.5.
